GPR7 antag = GPR7 receptor antagonists, primary screen, cell-based, fluorescence, single concentration | Neuropeptides B/W receptor type 1 (Homo sapiens), P48145 | GPR7-expressing cells, fluorescence antagonist assay | inhibition, % at 4.4 µM | 290,000 compounds, 1.1% hits; in the data active means inhibition above about 16%, passing the limit was not always enough;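 further: cells stimulated with the agonist NPW; 0% = agonist with vehicle and 100% = vehicle without agonist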
Target sequence (P48145 whole entry, looked up): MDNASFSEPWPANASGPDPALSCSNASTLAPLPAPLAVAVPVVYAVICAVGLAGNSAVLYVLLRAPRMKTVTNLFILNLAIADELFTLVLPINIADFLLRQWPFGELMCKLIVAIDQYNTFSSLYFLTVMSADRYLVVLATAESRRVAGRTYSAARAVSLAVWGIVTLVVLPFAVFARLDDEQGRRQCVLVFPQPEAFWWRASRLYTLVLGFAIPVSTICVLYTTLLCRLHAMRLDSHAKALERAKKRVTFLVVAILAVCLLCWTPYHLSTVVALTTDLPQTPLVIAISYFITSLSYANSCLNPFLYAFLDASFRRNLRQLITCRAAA
OXTR agonist = human OXTR agonists, primary screen, fluorescence, CHO-OTR cells, Fluo-8 calcium; Fluo-8 calcium fluorescence; normalized: DMSO 0%, oxytocin 100%; Oxytocin receptor (Homo sapiens), P30559; 320,000 compounds, 0.32% hits; activation, % at 3 µM;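 active means activation above the mean of all tested compounds plus 3 SD, cutoff set per screening run, cut at about 20% in these data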;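 further: peak over basal fluorescence ratio from a 100 s FLIPR kinetic read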
GalR3 antag = GalR3 antagonists in HEK293 cells, primary screen, cell-based, fluorescence readout | inhibition, % at 3 µM | HEK293 GalR3-CNG cAMP membrane potential fluorescence; galR3 body fused to GalR1 C-terminus | 360,000 compounds, 0.44% hits | AID 651719, 2012 | Galanin receptor type 3 (Homo sapiens), O60755;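 active means inhibition above the screen-wide average plus 3 SD, cut at about 13% in these data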;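 further: forskolin and galanin both at EC90 stimulate the cells; cAMP rise reported by CNG channel membrane potential dye signal; 0% = forskolin plus galanin with DMSO and 100% = forskolin alone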
MEKK2 mut-MEK5 = MEK5 binding signal on mutant MEKK2 PB1, primary screen, biochemical, multiplex bead flow cytometry, Alexa488-MEK5. Alexa488-MEK5 binding to MEKK2 mutant. percent response, % at 10 µM. 290,000 compounds, 0.35% hits; in the data active means percent response above about 24%, passing the limit was not always enough; further: inactives centre near 1; some results filed as inactive read as strong as hits; reference of the scale not given here
PHOSPHO1 block = PubChem AID 1565 | inhibition, % at 13.3 µM | recombinant PHOSPHO1, absorbance phosphatase assay | 290,000 compounds, 1.1% hits; in the data active means inhibition above about 60%
NALP1 inh = NALP1 inflammasome inhibitors in reconstituted yeast, colorimetric, S. cerevisiae, triplicate retest | AID 2071, 2009 | inhibition, % at 10 µM | S. cerevisiae NALP1/ASC/caspase-1 growth, X-gal OD620, 72 h | 280,000 compounds, 0.61% hits; in the data active means inhibition mostly above about 24%, no sharp cut-off; inactive means mostly below about 32%; further: some compounds called inactive have numbers as strong as hits
MEKK2wt PB1 HTS = modulators of MEK5 binding to wildtype MEKK2, primary screen, biochemical, multiplex bead flow cytometry, Alexa488-MEK5; Mitogen-activated protein kinase kinase kinase 2 (Homo sapiens), Q9Y2U5; AID 1531, 2009; 290,000 compounds, 1.1% hits; binding response (% of control), % at 10 µM; Alexa488-MEK5 binding to MEKK2 WT; actives lie on both sides; in the data active means binding response below about 67% or above about 130%
V1aR counter = agonists of human V1a receptor, primary screen, counter-screen for OXTR agonist project, fluorescence, CHO-V1R cells. 320,000 compounds, 0.25% hits. Vasopressin V1a receptor (Homo sapiens), P37288. Fluo-8 calcium fluorescence, agonist mode; 0% DMSO, 100% 3 nM vasopressin. activation, % at 3 µM;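 active means activation above the mean activation of all tested compounds plus 3 SD, per screening run, cut at about 20% in these data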;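 further: signal is peak over basal fluorescence ratio across a 100 second FLIPR read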
MEKK3 PB1 HTS = modulators of MEKK3-MEK5 PB1 binding, primary screen, biochemical, wildtype MEKK3, multiplex bead flow cytometry, Alexa488-MEK5; 290,000 compounds, 1.4% hits; bead-based flow cytometry, Alexa488-MEK5 binding to MEKK3; actives lie on both sides; 0 = blocked by unlabeled MEK5, 100 = vehicle; AID 1529, 2009; Mitogen-activated protein kinase kinase kinase 3 (Homo sapiens), Q99759; binding response (% of control), % at 10 µM;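 active means binding response more than 3 SD above or below the average of its plate-row segment, actives on both sides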;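 further: Alexa488 bead fluorescence after subtracting the streptavidin-only scavenger bead signal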
Target sequence (Q99759 whole entry, looked up): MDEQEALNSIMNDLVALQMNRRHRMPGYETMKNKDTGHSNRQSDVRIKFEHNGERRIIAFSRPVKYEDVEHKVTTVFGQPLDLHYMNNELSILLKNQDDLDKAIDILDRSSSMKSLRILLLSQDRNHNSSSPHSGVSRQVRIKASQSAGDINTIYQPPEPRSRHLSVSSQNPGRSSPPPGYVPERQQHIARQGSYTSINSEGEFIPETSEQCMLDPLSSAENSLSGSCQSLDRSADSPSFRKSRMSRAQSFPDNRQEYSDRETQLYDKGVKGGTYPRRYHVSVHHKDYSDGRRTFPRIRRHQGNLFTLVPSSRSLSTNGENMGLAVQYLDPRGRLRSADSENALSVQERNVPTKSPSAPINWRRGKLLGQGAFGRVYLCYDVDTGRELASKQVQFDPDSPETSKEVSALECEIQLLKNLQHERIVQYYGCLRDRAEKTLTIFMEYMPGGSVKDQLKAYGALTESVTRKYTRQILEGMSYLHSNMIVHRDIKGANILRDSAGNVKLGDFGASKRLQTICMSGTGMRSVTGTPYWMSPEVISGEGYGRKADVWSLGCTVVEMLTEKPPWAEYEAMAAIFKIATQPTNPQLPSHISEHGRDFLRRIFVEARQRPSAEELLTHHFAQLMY
Active calls of the source: *; · = not tested or not shown; & = joins results of further samples.

#	structure	GPR7 antag	OXTR agonist	GalR3 antag	MEKK2 mut-MEK5	PHOSPHO1 block	NALP1 inh	MEKK2wt PB1 HTS	V1aR counter	MEKK3 PB1 HTS
1	CCOC(=O)c1ccccc1NC(=O)C1CC(=O)N(C2CCCCC2)C1 (configuration not stated)	-7	-1.3	-6	-16	10	13	70	-0.2	80
2	Cc1ccc2c(c1)C1CN(C)CCC1N2C(=S)NC(=O)c1ccc(Br)cc1 (configuration not stated)	-9	0.6	-9	-11	5	6	102	0.6	105
3	COc1ccccc1NC(=O)c1nn(-c2ccccc2)ccc1=O	6	-1.8	-6	13	6	29	102	0.0	102
4	Cc1cc([N+](=O)[O-])ccc1NC(=O)C[n+]1ccc(N(C)C)cc1	4	0.3	1	-9	41	-3	95	1.3	110
5	Cc1ccc(C(=O)N/C(=C/c2ccc(-c3ccc(Br)cc3)o2)C(=O)NC2CCS(=O)(=O)C2)cc1 (configuration not stated)	-5	1.0	2	-1	-12	-12	106	6.3	104
6	COc1ccccc1N1CCN(C(=O)c2ccc3c(c2)CCN3S(C)(=O)=O)CC1	-4	0.5	-1	2	29	10	101	3.2	100
7	CCCCc1nc2cc(C(=O)NC3CCOC(C)(C)C3)ccc2o1 (configuration not stated)	-11	1.5	0	2	17	0	103	1.2	103
8	Cc1nnc(NC(=O)CSc2ccc(-c3ccco3)nn2)s1	-10	-1.0	6	-2	-11	0	98	-1.1	107
9	CCOc1ccc2ccccc2c1/C=N/NC(=O)CNC(=O)c1ccccc1O	14	2.7	-8	-3	14	6	100	6.3	101
10	Cc1ccc(OCC(=O)N/N=C/c2ccco2)cc1	-5	1.2	-8	-5	8	24	95	0.5	99
11	C=CCSc1nc2c(c(=O)[nH]c(=O)n2C)n1Cc1ccccc1	-12	-0.2	-11	14	24	15	112	0.7	110
12	COc1ccc(CN2CCCC2C(=O)Nc2ccc(OC)c(OC)c2)cc1OC (configuration not stated)	-2	2.1	-1	0	-6	-2	98	0.3	97
13	O=C(/C=C/c1ccc2c(c1)OCO2)NCc1ccncc1	3	-0.7	0	-15	8	·	88	-1.3	86
14	Cc1ccccc1NC(=O)Cc1nc(COC(=O)c2cccc(C)c2O)cs1	-13	1.2	-5	3	8	10	104	4.9	103
15	O=C(CSc1nc2ccccc2c2c1CCCC2)N1CCOCC1	6	-1.4	-7	0	16	4	96	1.9	97
16	Cc1ccc(OC(=O)c2sc3ncn(C)c(=O)c3c2C)cc1	-6	2.4	-6	-9	-34	13	87	0.6	94
17	COc1ccc(C(=O)NCc2nnc(SCC(=O)N3CCCc4ccccc43)o2)cc1OC	-4	0.1	-4	1	6	22	103	-0.9	99
18	Cc1ccc(-n2c(C)cc(C(=O)COc3c(CO)cc(F)cc3CO)c2C)cc1C	-4	5.8	-6	1	3	26	104	11	105
19	O=C(CN1C(=O)c2ccccc2C1=O)N1CCCCC1	3	0.8	-3	0	3	4	103	-0.2	105
20	Cc1ccc(NC(=O)CN(C)C(=O)COC(=O)CNS(=O)(=O)c2ccc(Br)cc2Cl)cc1	6	0.4	2	5	53	6	108	4.4	101
21	CC1CC(C)(C)NC(=S)N1CCCC(=O)Nc1ccc(F)c(F)c1 (configuration not stated)	11	0.8	-4	-3	13	30	97	1.1	95
22	O=C1c2ccccc2C(=O)c2c1cccc2N1CCOCC1	-8	-2.0	-1	·	13	10	·	-1.8	·
23	COc1ccc(OC)c(S(=O)(=O)Nc2cccc(-c3ccc4nncn4n3)c2)c1	-13	0.8	-5	1	20	2	102	-0.3	104
24	CCCCN(C(=O)c1ccc(S(=O)(=O)N(CC)CC)cc1)c1c(N)n(CCC)c(=O)[nH]c1=O	2	0.3	-5	-1	-6	19	99	-0.1	101
25	O=C(Nc1ccc(NC(=O)c2sc3ccccc3c2Cl)cc1Cl)c1ccco1	24	0.6	-4	·	24	17	·	1.2	·
26	O=C(Cc1cc(=O)[nH][nH]1)N/N=C/c1cccc(Cl)c1Cl	0&-13	4.2&-0.2	-5&-6	-8&10	5&-6	9&11	89&107	-0.1&18	100&104
27	CCOC(=O)Cc1csc(NC(=O)Cn2c(=O)oc3ccccc32)n1	-9	-0.1	-1	-4	42	·	95	3.6	94
28	CC(C)(C)CC(=O)Nc1ccccc1N1CCN(c2ccccc2)CC1	-10	-3.0	-12	2	9	9	102	-2.0	101
29	COc1cccc(-c2noc(CCCC(=O)Nc3ccc(C(N)=O)cc3)n2)c1	-8	0.8	-8	1	-26	23	102	1.7	103
30	CCCNC(=S)N1CCC(NC(=O)C2CCCCC2)CC1	4	1.4	-1	3	14	3	104	1.6	104

Next part (two carried over from the part before).
#	structure	GPR7 antag	OXTR agonist	GalR3 antag	MEKK2 mut-MEK5	PHOSPHO1 block	NALP1 inh	MEKK2wt PB1 HTS	V1aR counter	MEKK3 PB1 HTS
29	COc1cccc(-c2noc(CCCC(=O)Nc3ccc(C(N)=O)cc3)n2)c1	-8	0.8	-8	1	-26	23	102	1.7	103
30	CCCNC(=S)N1CCC(NC(=O)C2CCCCC2)CC1	4	1.4	-1	3	14	3	104	1.6	104
31	Cc1ccc([N+](=O)[O-])cc1NC(=O)C(Sc1ccccc1)c1ccccc1 (configuration not stated)	-2	-1.4	-6	1	6	3	107	1.7	101
32	CC1(C)CC(N2CCCC2)=CC(=[N+]2CCCCC2)C1	-3	0.3	37*	-2	4	7	107	-0.2	117
33	COc1cc(/C=C2/C(=O)c3cccc([N+](=O)[O-])c3C2=O)c(Br)cc1O	-6	-0.4	-6	-1	31	-19	102	-0.6	104
34	CCc1ccc2nc(N(CCCN(C)C)C(=O)c3ccc(S(=O)(=O)N4CCCC4)cc3)sc2c1	-10	6.5	-5	16	22	17	135*	2.5	106
35	O=C(Oc1cccc(Cl)c1)N1CCOCC1	-12	1.2	-5	14	25	5	104	0.9	106
36	CC(CC(=O)Nc1ccc(F)c([N+](=O)[O-])c1)c1ccccc1 (configuration not stated)	8	0.6	-8	-2	11	35	97	4.4	96
37	COc1ccccc1NC(=S)NCc1ccc2c(c1)cc(C)n2C	-3	-1.0	-7	-7	11	18	98	-1.2	99
38	O=C(c1ccccc1)C(O)C(c1ccccc1)N1CCOCC1 (configuration not stated)	-5	-0.8	-10	8	25	4	104	-1.0	107
39	Cc1ccsc1C(=O)OCC(=O)N1CC(=O)Nc2ccccc21	-3	0.5	-4	4	5	17	112	5.7	104
40	CCn1c(C)[n+](CC(O)COCC2CC=CCC2)c2ccccc21 (configuration not stated)	-1	-1.2	4	2	104*	48	104	0.5	101
41	COc1ccc(CN(C)S(=O)(=O)c2nnc(NC(=O)c3cccc(C)c3)s2)cc1OC	-11	9.1	-2	-1	5	11	92	11	95
42	CN1CCc2c(sc3c2c(=O)n(-c2ccccc2)c2nnc(SCc4ccc(Cl)cc4)n32)C1	-7	-0.7	-1	1	24	15	103	-0.4	105
43	CCCN(CC(=O)Nc1ccccc1C)C(=O)CCl	-8	0.0	-3	-9	20	12	88	-0.6	97
44	CCCOc1ccc(N2C(=O)CC(N(CCc3ccc(S(N)(=O)=O)cc3)C(C)=O)C2=O)cc1 (configuration not stated)	-9	0.5	0	-5	45	-8	90	-0.3	87
45	COc1ccc(OCC(=O)NNc2c3ccccc3nc3ccccc23)cc1	-13	3.1	-5	-10	33	21	91	4.9	98
46	O=C(Nc1ccc([N+](=O)[O-])cc1)Nc1cnccn1	13	2.2	1	6	28	17	104	3.6	100
47	O=C(NCC(=O)N1CCN(S(=O)(=O)/C=C/c2ccccc2)CC1)c1ccc(Cl)cc1	-21	-2.5	-6	-24	33	·	81	-0.7	87
48	CCC(C)[C@H](NC(=O)NCc1ccco1)C(=O)OC (some centres not stated)	-4	-1.7	-2	5	41	22	101	-0.2	99
49	CC(C)CCn1c(=O)c2ccccc2n2c(CCC(=O)NCC3CCCO3)nnc12 (configuration not stated)	-10	0.9	-1	6	32	1	106	0.2	103
50	CCN1CCN(C(=O)C(=O)c2cn(CC(=O)N(CC)CC)c3ccccc23)CC1	-7	-1.0	-2	2	-5	7	100	-0.1	99
51	Cc1nc(N)ncc1-c1ccc2c(c1)OCO2	-8	-0.1	-5	5	27	-1	101	1.4	101
52	COc1cccc(NC(=S)N2CCc3cc(OC)c(OC)cc3C2)c1	-3	-0.4	-3	-12	12	-38	99	8.8	96
53	CCN(CC)C(=O)c1oc2ccc(S(=O)(=O)N3CC(C)CC(C)C3)cc2c1C (configuration not stated)	4	-0.8	-9	3	6	6	100	5.1	101
54	COc1ccc(S(=O)(=O)N2CCSC2c2ccc(OC)c(OC)c2)cc1 (configuration not stated)	-12	1.4	-4	-1	10	10	92	3.3	101
55	CNc1nc2c(-c3ccc(Cl)cc3)nnn2c2ccccc12	-5	0.8	-5	9	23	26	103	1.8	104
56	CCOc1ccc(NC(N)=O)cc1OCC	3	0.9	-4	-5	23	-18	88	-0.3	89
57	CCn1c(SCC(=O)Nc2cccc(NC(C)=O)c2)nnc1-c1ccco1	-6	0.8	-10	1	16	10	102	0.3	103
58	CCOC(=O)CNC(=O)c1sc(NC(=O)c2ccccc2F)nc1C	4	-0.1	3	3	19	18	101	0.2	98
59	CCOc1nc(NCCO)nc(Nc2ccc([N+](=O)[O-])cc2)n1	6	-0.7	-2	0	6	22	106	-0.7	111
60	Cc1cc(C(=O)N2CCCC(C(=O)c3ccc(Cl)cc3C)C2)no1 (configuration not stated)	4	1.6	-1	5	27	-5	107	4.7	104
61	Cc1nn(-c2ccccc2)c(N2CCCC2)c1/C=N/NC(=O)c1cc(-c2cccs2)nc2ccccc12	-7	-1.5	0	13	-8	17	90	-0.3	103
62	Cc1[nH]c2ccccc2c1C1(O)C(=O)N(Cc2ccc3c(c2)OCO3)c2ccccc21 (configuration not stated)	8	4.1	0	·	8	20	·	1.9	·
63	Cc1cc(C)cc(NC(=O)C2CCN(c3nccs3)CC2)c1	3	-1.9	-3	3	-4	7	106	-1.1	105
64	O=C(O)c1ccccc1SCc1nc2ccccn2c1Br	-9	0.9	1	4	30	8	108	1.0	107
65	CC1CC(C)CN(C(=O)CCS(=O)(=O)c2ccc3c(c2)NC(=O)CS3)C1 (configuration not stated)	3	2.5	-5	1	10	-2	100	2.2	102
66	COc1ccc(C(=O)NCCCN=C2NS(=O)(=O)c3ccccc32)cc1	0	0.3	-4	-3	-4	-3	98	0.0	100
67	O=C(NCCC1=CCCCC1)c1ccc(Cl)c(S(=O)(=O)N2CCOCC2)c1	-2	7.0	-3	-8	35	0	92	7.4	89
68	Cc1cc2c3c(c1)C1(C(=O)N3C(C)(C)CC2C)C(C#N)=C(N)Oc2cc(O)ccc21 (configuration not stated)	-18	1.5	-6	0	7	-6	92	0.2	95

Marked active in GalR3 antag, among the entries above:
no. | Structure | GPR7 antag | GalR3 antag | MEKK2 mut-MEK5 | PHOSPHO1 block | NALP1 inh | MEKK2wt PB1 HTS | MEKK3 PB1 HTS
32 | CC1(C)CC(N2CCCC2)=CC(=[N+]2CCCCC2)C1 | -3 | 37* | -2 | 4 | 7 | 107 | 117

High-throughput results deposited in PubChem by several laboratories.
